Screening results deposited in PubChem BioAssay by NCI.
All columns: NCI-60 one-dose screen, growth in % after 48 h at 10 µM unless noted; 100 = growth as untreated, 0 = no growth, -100 = all killed.
NCI-H23 – NCI-H23 lung cancer | 4% of 80,000 active | AID 1794731
HT29 – HT29 colon cancer | 7.4% of 81,000 active | AID 1794748
NCI-H522 – NCI-H522 lung cancer; 8% of 78,000 active; AID 1794739
NCI-H460 – NCI-H460 lung cancer | 6.8% of 82,000 active | AID 1794736
RXF 393 – RXF 393 renal cancer cells | 6.9% of 77,000 active | AID 1794773
COLO 205 – COLO 205 colon cancer; 7.3% of 79,000 active
A498 – A498 renal cancer cells. AID 1794774. 5.4% of 76,000 active
NCI-H226 – NCI-H226 lung cancer | 3.5% of 79,000 active
NCI-H322M – NCI-H322M lung cancer | 2.7% of 80,000 active
The depositor's hits bear a star; nt = no result given; & = joins results of further samples. Rule for the calls: active = growth percent below 10; inactive = the rest.

Short forms: A = NCI-H23; B = HT29; C = NCI-H522; D = NCI-H460; E = RXF 393; F = COLO 205; G = A498; H = NCI-H226; I = NCI-H322M
> FC(F)(F)c1nc2ccccc2n1Cc1nnc(SCc2cn(-c3ccc(Cl)cc3)nn2)o1
  A = 95	B = 103	C = 66	D = 100	E = 114	F = 107	G = 86	H = 103	I = 95
> O=C(Nc1ccc(Oc2ccc(F)cc2)c(Cl)c1)c1ccccn1
  A = 86	B = 103	C = 80	D = 100	E = 100	F = 125	G = 78	H = 94	I = 98
> CC(C)(C)n1cc(-c2ccnc(NCCCNS(=O)(=O)c3ccc(Cl)cc3)n2)c(-c2ccc(Cl)c(O)c2)n1
  A = 87	B = 69	C = 87	D = 72	E = 82	F = 98	G = 89	H = 89	I = 92
> O=C(O)Cc1cc[nH]c1
  A = 103	B = 108	C = 106	D = 110	E = 131	F = 105	G = 95	H = 118	I = 113
> COc1ccccc1CNCCCN1C(=O)c2ccc3c4c(ccc(c24)C1=O)C(=O)N(CCCNCCNCCCN)C3=O
  A = 6.8*	B = 6.6*	C = 0.0*	D = 6.3*	E = 25	F = -59*	G = 61	H = 40	I = 28
> COC[C@]12CC[C@@H](C)[C@H](C)[C@H]1C1=CC[C@@H]3[C@@]4(C)CCCNC(C)(C)[C@@H]4CC[C@@]3(C)[C@]1(C)CC2
  A = 52	B = 0.9*	C = -32*	D = -42*	E = 56	F = -52*	G = nt	H = 58	I = 65
> Cn1c2c(c3c(Cl)cccc31)-n1cccc1C2=O
  A = 107	B = 104	C = 107	D = 113	E = 112	F = 101	G = 94	H = 106	I = 95
> O[C@H](c1cc(C(F)(F)F)nc2c(C(F)(F)F)cccc12)[C@H]1CCCCN1
  A = 95	B = 93	C = 88	D = 90	E = 64	F = 95	G = 65	H = 91	I = 87
> CCCCN1C(=O)/C(=C\C(=O)c2cc3ccccc3oc2=O)c2ccccc21
  A = 79	B = 71	C = -20*	D = 86	E = 60	F = -20*	G = 161	H = 88	I = 99
> COC(=O)C(CCSc1ccccc1)C(=O)OC
  A = 105	B = 125	C = 126	D = 102	E = 93	F = 110	G = 115	H = 101	I = 111
> O=C(Nc1cccc(-n2ccc3c(NC(=O)c4ccccc4)nccc32)c1)c1cc(N2CCOCC2)cc(C(F)(F)F)c1
  A = 20	B = -23*	C = -48*	D = -11*	E = -67*	F = -51*	G = 6.2*	H = 29	I = 31
> Cc1ccc(Cl)c(-n2c(SCC(=O)Nc3ccc(S(=O)(=O)Nc4ncccn4)cc3)nc3ccccc3c2=O)c1
  A = 101	B = 111	C = 98	D = 116	E = nt	F = 110	G = 91	H = 92	I = 104
> COc1ccc(C(=O)N2CCC(O)CC2)cc1OC1CCCC1
  A = 105	B = 113	C = 100	D = 108	E = 113	F = nt	G = nt	H = nt	I = 114
> COc1cc2cc(CN3CCN(c4nccc(-c5ccc6ccccc6c5)n4)CC3)c(=O)[nH]c2cc1OC
  A = 97	B = 69	C = 86	D = -36*	E = 82	F = 80	G = nt	H = 97	I = 98
> C[C@]12O[C@H]1[C@H](O)c1c(cc(O)c3c1C(=O)c1cccc(O)c1-3)C2=O
  A = 99	B = 93	C = 88	D = 99	E = 123	F = 106	G = 86	H = 86	I = 102
> COc1c(CO)cc(C)cc1CO
  A = 96	B = 93	C = 80	D = 109	E = 115	F = 102	G = 103	H = 93	I = 96
> C#CC#CC#CC#CC#CC#CC#CC#CC[C@@H]1OC[C@H](COC(=O)O[C@@H](C(=O)O[C@H]2C[C@@]3(O)[C@@H](OC(=O)c4ccccc4)[C@@H]4[C@]5(OC(C)=O)CO[C@@H]5C[C@H](O)[C@@]4(C)C(=O)[C@H](OC(C)=O)C(=C2C)C3(C)C)[C@@H](NC(=O)c2ccccc2)c2ccccc2)O1
  A = 35	B = 4.1*	C = 49	D = 11	E = 23	F = 19	G = 21	H = 58	I = 36
> COC(=O)[C@H](C)NC(=O)[C@@H](OC)[C@@H]1Cc2cc3cc(OC4CC(OC5CC(O)C(O)C(C)O5)C(O)C(C)O4)c(C)c(O)c3c(O)c2C(=O)[C@H]1OC1CC(OC2CC(OC3CC(C)(O)C(O)C(C)O3)C(O)C(C)O2)C(O)C(C)O1 (stereo partly specified)
  A = -31*	B = 4.0*	C = -26*	D = 7.3*	E = -70*	F = -21*	G = -66*	H = -21*	I = 11
> Cc1cccc(C)c1NC(=O)Nc1cccc(C#N)c1
  A = 98	B = 105	C = 93	D = 102	E = 95	F = 127	G = 108	H = 98	I = 104
> O=C(Nc1ccc(-n2cc(-c3ccncc3)c(-c3ccc(O)c(Cl)c3)n2)cc1)c1cc(Cl)cc(Cl)c1
  A = 59	B = -19*	C = 22	D = 22	E = -80*	F = 91	G = 95	H = 89	I = 50
> CS(=O)(=O)Nc1cc(-c2ccc3ncc(C#N)c(NCc4ccccc4F)c3c2)cnc1Cl
  A = 1.5*	B = 11	C = 14	D = 5.1*	E = nt	F = -25*	G = -43*	H = 15	I = 13
> O=C(Nc1ccccc1)Nc1ccc(Nc2ncnc3sc4c(c23)CCNC4)cc1
  A = 94	B = 91	C = 68	D = 89	E = 98	F = 76	G = 97	H = 83	I = 87
> O=C(O)CCCCCNC(=O)c1nc(-c2ccccc2)n(-c2ccccc2)n1
  A = 99	B = 87	C = 75	D = 107	E = 104	F = 104	G = 90	H = 99	I = 95
> N#Cc1c(-c2ccco2)c(C#N)c(=O)n(-c2cccc(C(F)(F)F)c2)c1N
  A = 94	B = 101	C = 71	D = 102	E = 107	F = 112	G = 101	H = 95	I = 95
> O=C(Cn1cc(CN2CCCCCC2)nn1)Nc1ccc2c(ccn2Cc2ccccc2)c1
  A = 96	B = 71	C = 87	D = 102	E = 91	F = 89	G = 95	H = 81	I = 95

Next records
Short forms: A = NCI-H23; B = HT29; C = NCI-H522; D = NCI-H460; E = RXF 393; F = COLO 205; G = A498; H = NCI-H226; I = NCI-H322M
> Cc1ccccc1CNC(=O)C1CN(c2ccc(Cl)cc2)N(c2ccc(Cl)cc2)C1=O (stereo unspecified)
  A = 91	B = 77	C = 69	D = 91	E = 92	F = nt	G = 86	H = nt	I = 89
> CN(C)c1cccc2c(S(=O)(=O)Nc3cccc(-c4csc(NC(=O)CCCCCN5CCN(c6ccc7c(c6)C(=O)N(C6CCC(=O)NC6=O)C7=O)CC5)n4)c3)cccc12 (stereo unspecified)
  A = 86	B = 110	C = 101	D = 109	E = 92	F = 136	G = 105	H = 81	I = 101
> O=[N+]([O-])c1ccc(-c2nc(N(CCO)CCO)c3ccccc3n2)o1
  A = -65*	B = -28*	C = -54*	D = -42*	E = -87*	F = -87*	G = -77*	H = -25*	I = -31*
> Cc1[nH]c(=S)oc1C
  A = 100	B = 106	C = 87	D = 107	E = 103	F = 108	G = 97	H = 92	I = 98
> COc1cc(CSc2nc3ccc(Cl)cc3c(=O)n2Cc2ccccc2)cc(OC)c1OC
  A = 25	B = 12	C = -0.1*	D = 21	E = 13	F = -38*	G = 24	H = 48	I = 48
> COc1nc2c(cc1S(=O)(=O)c1ccccc1)CCc1c-2cnn1C
  A = 93	B = 90	C = 79	D = 118	E = 110	F = 134	G = 66	H = 86	I = 88
> CC[P+](C)(CC)c1ccccc1
  A = 100	B = 99	C = 81	D = 108	E = 116	F = 105	G = 109	H = 97	I = 89
> CCN1CCN(c2nc(C)cc(N(CCCNc3ccnc4cc(Cl)ccc34)Cc3ccccn3)n2)CC1
  A = 86	B = 35	C = 75	D = 77	E = 62	F = nt	G = 101	H = 98	I = 83
> CCCCOc1ccc(S(=O)(=O)N2CCN(c3nc(N4CCOCC4)c4ccccc4n3)CC2)cc1
  A = 103	B = 105	C = 92	D = 105	E = 106	F = 112	G = 114	H = 98	I = 105
> C=CCSc1nnc(-c2sc3nc4ccccc4n3c2C)o1
  A = 103	B = 106	C = 97	D = 103	E = 77	F = 134	G = 123	H = 94	I = 98
> CN(C(=O)CCC(=O)N(C)c1ccccc1)c1ccccc1
  A = 92	B = 103	C = 98	D = 108	E = 104	F = 111	G = 87	H = 105	I = 89
> COc1ccc(-c2nc(N/N=C/c3cccc(O)c3)nc(N3CCOCC3)c2C#N)cc1
  A = 100	B = 73	C = 79	D = 84	E = nt	F = 74	G = 86	H = 98	I = 95
> COc1ccc(-c2nnc(-c3ccc4c(c3)nc(-c3ccncc3)n4C3CCCCC3)o2)cc1
  A = 73	B = 53	C = 61	D = 74	E = 70	F = 59	G = 74	H = 64	I = 82
> COc1ccc(C(=O)C(c2c[nH]c3ccccc23)c2c[nH]c3ccccc23)cc1
  A = nt	B = 67	C = 84	D = 67	E = 85	F = 78	G = 99	H = 62	I = 88
> O=C(C[n+]1cccc(Br)c1)c1ccc2ccccc2c1
  A = 103	B = 100	C = 96	D = 95	E = 125	F = 106	G = 87	H = 109	I = 120
> C=C(C)[C@@H]1CC[C@]2(C(=O)O)CC[C@]3(C)[C@H](CC[C@@H]4[C@@]5(C)C[C@@H](CC#Cc6ccc(Cl)cc6Br)[C@H](O)C(C)(C)[C@@H]5CC[C@]43C)[C@@H]12
  A = 62	B = 43	C = 25	D = 50	E = 82	F = 82	G = 85	H = 74	I = 64
> CCN1C(=O)/C(=N\N=C(/C)c2ccc3c(c2)Nc2ccccc2S3)c2cc(Br)ccc21
  A = 38	B = 57	C = 44	D = 33	E = 88	F = 85	G = 13	H = 45	I = 67
> O=C(N/N=C/c1occc1Br)c1[nH]c2ccc(Br)cc2c1-c1ccccc1
  A = -100*	B = -69*	C = -87*	D = -86*	E = -88*	F = -73*	G = -90*	H = -82*	I = -81*
> C[C@@H]1CC[C@@H]2[C@@H]1[C@H](OC(=O)/C=C/c1ccccc1)[C@]1(C3CCCCC3)C[C@@H](NC(=O)CO)[C@@]2(C)O1
  A = 96	B = 86	C = 72	D = 95	E = 53	F = 109	G = 45	H = 102	I = 93
> COc1ccc(NC(=S)Nc2ccc(NCc3nc4sc5c(c4c(=O)[nH]3)CCCC5)cc2)cc1
  A = 87	B = 103	C = 93	D = 100	E = 101	F = 105	G = 121	H = 92	I = 98
> COc1ccc(-c2cc(-c3cn(-c4ccccc4)nc3-c3ccc(OCc4ccccc4)cc3)[nH]c(=O)n2)cc1
  A = 92	B = 118	C = 83	D = 80	E = 95	F = 92	G = 107	H = 96	I = 91
> CC(=O)C1CCC2C3CCC4=CC(=O)CC4(C)C3CCC12C (stereo unspecified)
  A = 92	B = 149	C = 81	D = 93	E = 110	F = 113	G = 111	H = 92	I = 103
> COc1cc2oc(-c3cccc(NC(=O)c4ccc(F)cc4)c3)cc(=O)c2c(OC)c1OC
  A = 71	B = 60	C = 49	D = 44	E = 70	F = 86	G = 67	H = 74	I = 72
> O=c1c2sc3ncccc3c2nc2ccccn12
  A = 99	B = 106	C = 91	D = 107	E = 108	F = 120	G = nt	H = 75	I = 98
> COc1ccc(OC)c(C(=O)/C=C/c2cc3c(c(OC)c2OC)OCO3)c1
  A = 58	B = 60	C = 74	D = 50	E = 64	F = 96	G = 70	H = 92	I = 71

(cont.)
The line under a structure holds: NCI-H23, HT29, NCI-H522, NCI-H460, RXF 393, COLO 205, A498, NCI-H226, NCI-H322M
- CC(=O)c1c(O)c(C)c(O)c2c1OC1=CC(=O)C(C(C)=O)C(=O)C12C (stereo unspecified)
    79, nt, 72, 89, 105, nt, 76, 89, 60
- N=c1c2cc(-c3ccccc3)oc2ncn1/N=C/c1ccccc1
    98, 74, 42, 58, 49, 88, 78, 99, 94
- CCOC(=O)C/C(=N\Nc1cc(=O)[nH]c2ccc(C)cc12)C(=O)OCC
    103, 112, 99, 104, 108, 124, 112, 93, 98
- COc1ccc(-c2n[nH]nc2-c2cc3ccccc3s2)cc1O
    28, 30, -5.5*, 10, 16, 51, 1.9*, 52, 59
- Cc1ccc(CN(C)Cc2nc3c(Br)cc(Br)cc3c(=O)[nH]2)cc1
    100, 106, 69, 102, 102, 110, 116, 91, 107
- CCCCCOCCCN1C(=O)C2C3C=CC(C3)C2C1=O (stereo unspecified)
    98, 96, 98, 102, 88, 109, 35, 93, 106
- Nc1ccc(N=Nc2ccc(S(=O)(=O)O)cc2)cc1S(=O)(=O)O
    100&96, 96&118, 96&91, 96&103, 61&100, 119&125, 111&102, 100&110, 110&104
- O=C(/C=C/c1ccccn1)c1ccc(OCc2nnc(-c3ccc(Cl)cc3)o2)cc1
    70, -62*, 64, 42, -72*, -40*, 88, nt, 53
- O=C1C2=C(CCCC2)C(=O)c2ccccc21
    44, 94, 78, 102, 105, 117, 113, 107, 106
- COc1ccc(CNC2CCCCC2)cc1OC
    107, 97, 95, 104, 92, 121, 86, 89, 116

Further records follow:
The line under a structure holds: NCI-H23, HT29, NCI-H522, NCI-H460, RXF 393, COLO 205, A498, NCI-H226, NCI-H322M
- O=C(N/N=C\c1ccc(F)cc1)c1ccc2nc(-c3ccc([N+](=O)[O-])cc3)[nH]c2c1
    102, 117, 95, 101, 115, 93, 115, 92, 101
- O=C(CCCN1C(=O)/C(=C/c2ccccc2F)SC1=S)N1CCOCC1
    nt, 99, 49, 98, 84, 126, 83, 110, 85
- C/C(=N/O)c1ccc(NC(=O)CSc2nnc(-c3ccc(-c4nc5ccc(C)cc5[nH]4)cc3)o2)cc1
    101, 108, 102, 113, 102, 125, 138, 123, 100
- C/C(=N\NC(N)=S)c1ccc(Nc2nc(SC(C)C)nc(-c3ccccc3)c2C#N)cc1
    52, 58, 78, 42, nt, 92, 123, 28, 74
